MRP resist rev: reverses drug resistance mediated by MRP; differential viability (reversal), % at 10 µM; H69AR cells + 2 uM doxorubicin, CellTiter-Glo, 72 h; AID 602; hit rate 0.04% among 85,000;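 active = viability drop by adding the cancer drug above about 55%, with treated viability meeting a 40% cutoff, limit read from the data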;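 note: viability without doxorubicin minus viability with 2 µM doxorubicin for each compound; larger differential means the compound sensitizes cells more to doxorubicin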
PLAP inhibitors HTS: inhibition of human placental alkaline phosphatase – biochemical, luminescence, HTS (AID 690) | purified PLAP, luminescent substrate; higher % means a stronger effect | one-dose inhibition, % at 20 µM; IC50 in µM for titrated hits | hit rate 0.08% among 96,000; in the data active = a potency from the dose series; inactive = the rest, 99 in 100 with inhibition below about 30%; note: strong numbers were not always called active
NFkB transloc inh: blocks IL-1B driven NFkB nuclear translocation in HUVEC cells; AID 796; HUVEC IL-1B NFkB p65 nuclear translocation imaging; hit rate 0.43% among 94,000; inhibition, % at 2 µM;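 active = inhibition above about 30% together with a positive call from visual inspection of the well image, limit read from the data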;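 note: nuclear over cytoplasmic p65 intensity ratio measured by imaging; 0% = IL-1B stimulated DMSO wells and 100% = unstimulated DMSO wells; values of inactives mirror those of a sister screen read the other way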
Bcl-B displacement: displacers of TR3 peptide from Bcl-B, primary screen, selectivity assay for Bfl-1 inhibitor project, biochemical, fluorescence polarization; hit rate 0.11% among 96,000; AID 748; displacement, % at 20 µM, or IC50 in µM where a hit was titrated; FP displacement of FITC-TR3 peptide from Bcl-B; higher % means a stronger effect;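 active = displacement above 50% at 20 µM plus a fluorescence interference ratio under 1.5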;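 note: plate controls were wells without compound for no effect and wells lacking Bcl-B protein for full effect; a part of the inactive calls stands beside numbers as strong as those of hits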
NFkB transloc pot: enhances IL-1B driven NFkB nuclear translocation | HUVEC IL-1B NFkB p65 nuclear translocation imaging | activation, % at 2 µM | hit rate 0.3% among 94,000 | AID 819;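 active = activation above 40%, about the mean plus 3 SD, also judged a hit on visual image review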;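 note: percent activation is computed from the nuclear over cytoplasmic p65 intensity ratio; values of inactives mirror those of a sister screen read the other way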
MRP resist rev cytotoxicity: second read-out of MRP resist rev, no call of its own (marks repeat the call); viability, %; H69AR cells, CellTiter-Glo, 72 h; measured here: cytotoxicity without doxorubicin
MRP resist rev with doxorubicin: recorded beside MRP resist rev, whose call it bears; viability, %; measured here: viability with 2 uM doxorubicin; active compounds read low
NFkB transloc inh cell count 2 µM: further read-out of NFkB transloc inh, marked with its call; cell count; measured here: cells passing quality filter;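 raw number of nuclei counted in each imaged well without normalization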
NFkB transloc pot cell count 2 µM: further read-out of NFkB transloc pot, marked with its call; cell count; measured here: cells passing quality filter
Active calls of the source: *; · = not tested or not shown.

smiles	MRP resist rev	MRP resist rev cytotoxicity	MRP resist rev with doxorubicin	PLAP inhibitors HTS	NFkB transloc inh	NFkB transloc inh cell count 2 µM	Bcl-B displacement	NFkB transloc pot	NFkB transloc pot cell count 2 µM
Clc1cccc(Cl)c1-c1nnc2ccc(N3CCOCC3)nn12	18	44	25	-10%	-23	138	1%	23	138
Cc1ccc2c(c1)c1c(n2CC(O)Cn2c(C)nc3ccccc32)CCCC1 (configuration not stated)	0	1	1	-48%	2	173	20%	-2	173
Cc1cc(C)n2nc(NCc3ccccc3)nc2n1	7	95	89	5%	-4	137	-1%	4	137
COc1ccc(C2Nc3ccccc3C(=O)N2Cc2ccco2)cc1CN1C(=O)c2ccccc2C1=O (configuration not stated)	19	91	72	-31%	20	108	-7%	-20	108
CC(Nc1nc2ncn(Cc3ccccc3)c2c(=O)[nH]1)C(=O)O (configuration not stated)	·	·	·	-11%	1	189	6%	-1	189
CCOC(=O)CSc1nc2c(c(=O)n(C)c(=O)n2C)n1Cc1ccccc1F	17	105	87	-4%	-8	51	-20%	9	51
O=C(COc1ccc(Br)cc1)Nc1ccc([N+](=O)[O-])cn1	·	·	·	5%	-2	123	6%	2	123
O=C(Nc1cccc(C(=O)O)c1)/C(=C\c1ccccc1)NC(=O)c1ccccc1Cl	·	·	·	1%	-1	131	10%	1	131
FCCCOc1ccc(/C=N/OCc2c(Cl)cccc2Cl)cc1	·	·	·	-13%	-13	154	5%	13	154
COC(=O)c1c(NC(=O)c2ccco2)sc2c1CCC2	·	·	·	-12%	-4	144	0%	5	144
COc1cccc(C2c3c(oc4ccccc4c3=O)C(=O)N2c2ccccn2)c1 (configuration not stated)	7	82	74	24%	2	142	11%	-2	142
Cc1ccc(S(=O)(=O)N(C)c2ccc(OCC(=O)NCc3ccco3)cc2)cc1	6	99	93	-70%	4	150	-4%	-4	150
O=C(Nc1ccc2c(c1)OCCO2)C1CCN(C(=O)c2ccccc2)CC1	9	91	82	-34%	-2	55	-5%	2	55
NC(=O)CSc1nnc(Cn2c(=O)sc3ccccc32)n1-c1cccc(Cl)c1	4	81	76	-10%	1	211	-4%	-1	211
CC(C)Oc1snc(Cl)c1C(N)=O	-8	92	100	23%	-1	71	-17%	1	71
O=c1c2cnn(-c3ccccc3)c2ncn1Cc1ccccc1F	·	·	·	1%	-5	60	-2%	5	60
COC(=O)[C@H](CC(C)C)NC(=O)NC1CCCc2ccccc21 (some centres not stated)	4	92	88	2%	8	173	29%	-8	173
CCOC(=O)Cn1c(CN(C)Cc2ccccc2)nc2c1c(=O)n(C)c(=O)n2C	·	·	·	·	1	116	·	-1	116
Cn1c(CCN2CCOCC2)nc2cc(NC(=O)COc3ccccc3)ccc21	8	76	68	-71%	15	216	2%	-15	216
CN(C)S(=O)(=O)c1cccc(N=c2scc(-c3ccc4c(c3)NC(=O)CO4)n2CC2CCCO2)c1 (configuration not stated)	-18	34	52	-77%	11	150	0%	-11	150
Cc1nnc(SCC2CCCO2)n1-c1ccccc1 (configuration not stated)	-3	90	93	-19%	·	·	-6%	·	·
O=C(O)C1CCCN1C(=O)Nc1ccc(F)cc1 (configuration not stated)	1	89	88	-27%	0	94	-8%	1	94
CN(CC(O)COCc1cccs1)C1CCCCC1 (configuration not stated)	0	97	97	-3%	11	112	8%	-11	112
CN(C)c1ccc(-c2nn3c(-c4ccccc4Cl)nnc3s2)cc1	-39	30	70	12%	8	119	11%	-8	119
CCOC(=O)N1CCN(S(=O)(=O)c2cc(OCC(N)=O)c(C)cc2Cl)CC1	12	88	76	-9%	1	114	-15%	-1	114

Of the compounds above, these contain a COOH group.
smiles	MRP resist rev	MRP resist rev cytotoxicity	MRP resist rev with doxorubicin	PLAP inhibitors HTS	NFkB transloc inh	NFkB transloc inh cell count 2 µM	Bcl-B displacement	NFkB transloc pot	NFkB transloc pot cell count 2 µM
CC(Nc1nc2ncn(Cc3ccccc3)c2c(=O)[nH]1)C(=O)O (configuration not stated)	·	·	·	-11%	1	189	6%	-1	189
O=C(Nc1cccc(C(=O)O)c1)/C(=C\c1ccccc1)NC(=O)c1ccccc1Cl	·	·	·	1%	-1	131	10%	1	131
O=C(O)C1CCCN1C(=O)Nc1ccc(F)cc1 (configuration not stated)	1	89	88	-27%	0	94	-8%	1	94

Further compounds
smiles	MRP resist rev	MRP resist rev cytotoxicity	MRP resist rev with doxorubicin	PLAP inhibitors HTS	NFkB transloc inh	NFkB transloc inh cell count 2 µM	Bcl-B displacement	NFkB transloc pot	NFkB transloc pot cell count 2 µM
N#Cc1nc(-c2cccs2)oc1NCCc1ccccc1	6	88	81	42%	4	59	8%	-4	59
CC(=O)Nc1ccc(OCC(O)CN2CCN(S(=O)(=O)c3ccc(NC(C)=O)cc3)CC2)cc1 (configuration not stated)	-9	91	99	-57%	-6	176	-5%	6	176
CCC(C)NC(=O)Cn1cc2c(n1)CCC(C)C2 (configuration not stated)	3	88	85	11%	14	145	3%	-14	145
O=c1cc(CN2CCN(c3ccc(F)cc3)CC2)nc2sccn12	·	·	·	9%	-4	101	32%	4	101
COc1ccc(OC)c(C2C(C(N)=O)=C(C)Nc3nc(-c4cccc(Cl)c4)nn32)c1 (configuration not stated)	-4	71	76	-9%	3	91	0%	-3	91
COC(=O)CSc1nc2cc3c(cc2cc1C)OCCO3	12	79	67	2%	-1	122	-16%	1	122
Cc1cc2cc(C(c3nnnn3Cc3ccco3)N3CCc4ccccc43)c(=O)[nH]c2cc1C (configuration not stated)	-4	70	74	-42%	10	121	4%	-10	121
CCOC(=O)C1=CSC2=NS(=O)(=O)CCN12	0	96	96	8%	2	115	-8%	-1	115
CC1=C(C(=O)OCC(C)C)[C@]23C(=O)c4ccccc4[C@@]2(O1)OC(N)=C3C#N	-1	85	86	·	-5	150	·	5	150
CCOc1ccc(NC(=O)CN2C(=O)C3CC=CCC3C2=O)cc1 (configuration not stated)	7	91	84	-4%	4	7	-8%	-4	7
COC(=O)C1=C(C)N=C2SCCC(=O)N2C1c1ccc(OC(=O)c2ccco2)cc1 (configuration not stated)	16	92	75	·	26	141	·	-26	141
COc1ccc(N2C(=O)CC(N3CCN(c4nc5ccccc5s4)CC3)C2=O)cc1 (configuration not stated)	-1	98	98	·	2	145	·	-2	145
O=C(CC(Nc1ccc(F)cc1)C(=O)O)c1ccccc1 (configuration not stated)	10	96	86	20%	-30	106	-13%	30	106
CCS(=O)(=O)n1nc(NCc2cccc(OC)c2)nc1NCc1cccc(OC)c1	·	·	·	12%	3	145	-5%	-3	145
COc1ccc(C(=O)NC(=S)N(Cc2ccccc2)Cc2ccccc2)cc1	·	·	·	-9%	3	160	-3%	-3	160
O=C(CN1CCOCC1)N(c1ccccc1)c1ccc2ccccc2c1	16	88	72	-54%	12	114	7%	-12	114
O=C(Cc1ccc(-n2cnnn2)cc1)NC12CC3CC(CC(C3)C1)C2	6	95	88	13%	2	168	-7%	-2	168
CC1=CC2=NC(=O)CC(C)(C(=O)N(CC(=O)NC(C)(C)C)C3CCCC3)N2C=C1 (configuration not stated)	·	·	·	12%	7	177	-5%	-7	177
O=C(Nc1nc2ccccc2[nH]1)c1ccc(Cl)c(S(=O)(=O)N2CCCC2)c1	-9	12	21	-93%	-15	179	1%	15	179
CCOC(=O)c1cnc(SC2CC(=O)N(c3ccc(OC)c(OC)c3)C2=O)nc1N (configuration not stated)	4	93	89	-10%	14	97	-5%	-14	97
O=C(CNC(=O)c1ccc(Br)o1)Nc1cccc(-c2cnc3ccccc3n2)c1	-38	25	63	-12%	-6	132	-19%	6	132
O=C1Nc2ccc(S(=O)(=O)N3CCCC3C(=O)O)c3cccc1c23 (configuration not stated)	-28	91	120	12%	-4	56	10%	4	56
CN1CCCN(Cc2ccc(Cl)cc2Cl)CC1	-12	69	81	-3%	-22	174	2%	22	174
C=CCC(=O)OCC(=O)Nc1ccc(Cl)cn1	-9	95	104	14%	2	189	-8%	-2	189
CCC(Sc1nc(=O)cc(N)n1CCc1ccccc1)C(=O)Nc1cc(C)on1 (configuration not stated)	·	·	·	-15%	-8	57	-5%	8	57

3 entries from above in another layout.
O=C(CC(Nc1ccc(F)cc1)C(=O)O)c1ccccc1 (configuration not stated)
  MRP resist rev: 10 | MRP resist rev cytotoxicity: 96 | MRP resist rev with doxorubicin: 86 | PLAP inhibitors HTS: 20% | NFkB transloc inh: -30 | NFkB transloc inh cell count 2 µM: 106 | Bcl-B displacement: -13% | NFkB transloc pot: 30 | NFkB transloc pot cell count 2 µM: 106

O=C(CNC(=O)c1ccc(Br)o1)Nc1cccc(-c2cnc3ccccc3n2)c1
  MRP resist rev: -38 | MRP resist rev cytotoxicity: 25 | MRP resist rev with doxorubicin: 63 | PLAP inhibitors HTS: -12% | NFkB transloc inh: -6 | NFkB transloc inh cell count 2 µM: 132 | Bcl-B displacement: -19% | NFkB transloc pot: 6 | NFkB transloc pot cell count 2 µM: 132

O=C(CN1CCOCC1)N(c1ccccc1)c1ccc2ccccc2c1
  MRP resist rev: 16 | MRP resist rev cytotoxicity: 88 | MRP resist rev with doxorubicin: 72 | PLAP inhibitors HTS: -54% | NFkB transloc inh: 12 | NFkB transloc inh cell count 2 µM: 114 | Bcl-B displacement: 7% | NFkB transloc pot: -12 | NFkB transloc pot cell count 2 µM: 114

The list continues:
smiles	MRP resist rev	MRP resist rev cytotoxicity	MRP resist rev with doxorubicin	PLAP inhibitors HTS	NFkB transloc inh	NFkB transloc inh cell count 2 µM	Bcl-B displacement	NFkB transloc pot	NFkB transloc pot cell count 2 µM
COc1ccc(-c2nnc(SCc3cc(C)cc(C)c3)o2)cc1	-3	91	94	-8%	9	178	-7%	-9	178
CCOC(=O)C1=C(C)NC(SC)=NC1c1ccccc1 (configuration not stated)	9	84	75	·	-13	149	·	13	149
COc1ccc(S(=O)(=O)NNC(=O)C2Cc3c(ccc4ccccc34)O2)cc1 (configuration not stated)	·	·	·	-8%	3	157	4%	-3	157
NC(=O)C1(N2CCCCC2)CCN(C(=O)Nc2ccccc2C(F)(F)F)CC1	0	89	89	·	-2	126	·	2	126
CCn1c(SCC(=O)N2CCN(c3ccccc3)CC2)nnc1-c1ccoc1C	10	88	78	-44%	-1	145	-1%	1	145
CCC(=O)N1CCc2cc(S(=O)(=O)CCC(=O)NCCc3ccccc3)ccc21	19	103	84	-57%	-5	168	-3%	5	168

Laid out differently: entries from further up
Below each SMILES: MRP resist rev, MRP resist rev cytotoxicity, MRP resist rev with doxorubicin, PLAP inhibitors HTS, NFkB transloc inh, NFkB transloc inh cell count 2 µM, Bcl-B displacement, NFkB transloc pot, NFkB transloc pot cell count 2 µM
CCOC(=O)C1=C(C)NC(SC)=NC1c1ccccc1 (configuration not stated)
→ 9, 84, 75, ·, -13, 149, ·, 13, 149
COc1ccc(-c2nnc(SCc3cc(C)cc(C)c3)o2)cc1
→ -3, 91, 94, -8%, 9, 178, -7%, -9, 178
COc1ccc(S(=O)(=O)NNC(=O)C2Cc3c(ccc4ccccc34)O2)cc1 (configuration not stated)
→ ·, ·, ·, -8%, 3, 157, 4%, -3, 157
CCC(=O)N1CCc2cc(S(=O)(=O)CCC(=O)NCCc3ccccc3)ccc21
→ 19, 103, 84, -57%, -5, 168, -3%, 5, 168

Source: PubChem BioAssay (several laboratories)

This is a subset; the hit share may differ from the screen's.
